High-throughput results (PubChem BioAssay)
Menin MLL FP TR: displaces Texas Red mutant MLL peptide from human menin. O00255. Menin + Texas Red MLL mutant peptide, fluorescence polarization. Potency, µM (top dose mostly 61.6 µM), inactives show at the highest dose FP activity change, negative = inhibition, actives largely listed as inhibitors. 270,000 compounds, 0.23% hits. AID 1768; active = well fitted inhibition curve with a large enough effect in the polarisation, with a control signal flat, not every such curve was filed as active; inconclusive = small, poorly fitted or top-dose-only effect, or effect the other way, or a change in a side signal; inactive = no such curve, though single readings can be large or run the other way; the % refers to the polarisation; also: potency is read from the fitted curve at half-maximal effect; % of control where 0% means no effect; many of its hits are not listed in these tables
Rab9 prom act: Rab9 promoter activation. 320,000 compounds, 2.8% hits. Huh7 Rab9 promoter-luciferase reporter, luminescence, 24 h. AID 485297. Potency, µM (top dose mostly 9.22 µM), without a hit: top-dose activation, negative = inhibition, actives largely listed as activators; also: potency is read from the fitted curve at half-maximal effect; % of control where 0% means no effect; nearly all actives have a fitted effect of over 60% in size
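Luminescence from Amplite-detected luciferase (10 minutes, ambient) reports Rab9 promoter activation. Before that, stable Rab9-luciferase Huh7 cells (1500/well, reduced-serum OP-MEM I plus 10% FBS) were exposed to compound for 24 hours at 37C.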
MBNL1 CUG block: blocks human MBNL1 binding to CUG repeat RNA; Q9NR56; TR-FRET MBNL1-His/biotin-(CUG)12 binding, 665/545 ratio; Potency, µM (highest dose often 57.5 µM), without a hit: at the highest dose activity change, negative = inhibition, usual class: inhibitors; 280,000 compounds, 0.036% hits; AID 2675; active = well fitted inhibition curve with a large enough effect in the signal ratio, with a control signal flat, not every such curve was filed as active; inconclusive = small, poorly fitted or top-dose-only effect, or effect the other way, or a change in a side signal; inactive = no such curve, though single readings can be large or run the other way; the % refers to the signal ratio; also: potency is read from the fitted curve at half-maximal effect; % is scaled to controls: 0 for no effect and ±100 for the full control effect
Target sequence (Q9NR56 whole entry, looked up): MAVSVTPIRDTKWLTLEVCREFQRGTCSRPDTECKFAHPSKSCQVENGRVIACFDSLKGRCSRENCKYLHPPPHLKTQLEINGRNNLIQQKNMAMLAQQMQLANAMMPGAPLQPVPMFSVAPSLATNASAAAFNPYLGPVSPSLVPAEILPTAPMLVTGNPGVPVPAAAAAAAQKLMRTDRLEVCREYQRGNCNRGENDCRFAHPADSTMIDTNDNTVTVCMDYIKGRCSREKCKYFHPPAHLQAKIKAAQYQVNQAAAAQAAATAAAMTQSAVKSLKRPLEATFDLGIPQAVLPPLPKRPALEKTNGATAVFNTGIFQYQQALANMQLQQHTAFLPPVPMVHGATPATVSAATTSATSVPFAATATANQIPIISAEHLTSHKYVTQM
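MBNL1-His + Biotin-(CUG)12, cpd titration 92 nM–58 uM; Tb anti-His Ab 0.055 ng/ul, SA-XL665 5 nM (final); 60 min RT; ratiometric 665/545 nm, Ex 340 nm; normalized to buffer and full-complex controls.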
PKM2 act: PKM2 (human) enzyme activation. P14618. purified PKM2, Kinase-Glo ATP luminescence, activation; response scale: 0% is enzyme alone, no compound. Potency, µM (highest dose often 57.5 µM), without a hit: top-dose activation, most hits filed as activators. 260,000 compounds, 0.34% hits; also: potency is read from the fitted curve at half-maximal effect; % is scaled to controls: 0 for no effect and ±100 for the full control effect; nearly all actives have a fitted effect of over 55% in size
Target sequence (P14618 whole entry, looked up): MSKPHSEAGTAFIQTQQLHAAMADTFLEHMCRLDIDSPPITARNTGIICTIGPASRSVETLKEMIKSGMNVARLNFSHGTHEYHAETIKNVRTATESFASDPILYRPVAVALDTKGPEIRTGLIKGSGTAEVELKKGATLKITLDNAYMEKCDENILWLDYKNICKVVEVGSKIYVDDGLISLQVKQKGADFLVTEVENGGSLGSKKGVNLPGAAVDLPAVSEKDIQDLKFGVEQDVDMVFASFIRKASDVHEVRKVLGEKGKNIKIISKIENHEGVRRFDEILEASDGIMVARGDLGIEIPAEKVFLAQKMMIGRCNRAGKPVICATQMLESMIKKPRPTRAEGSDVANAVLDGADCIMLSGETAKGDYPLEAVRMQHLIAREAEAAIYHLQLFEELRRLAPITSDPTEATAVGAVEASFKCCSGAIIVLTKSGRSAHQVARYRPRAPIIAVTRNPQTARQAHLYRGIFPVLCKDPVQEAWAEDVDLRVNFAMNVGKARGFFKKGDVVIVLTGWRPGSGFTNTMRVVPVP
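Kinase-Glo luminescence reports ATP generated from ADP (0.1 mM) and PEP (0.5 mM) by purified hPK-M2 after 1 h at room temperature, pH 7.2 imidazole buffer; intermediate enzyme activity allows detecting inhibitors and activators.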
VP16 counter: counter-screen for ROR gamma inhibitors: Gal4-VP16 reporter; Drosophila S2 Gal4-VP16 UAS-luciferase, luminescence, 20 h; AID 2546; Potency, µM (doses to about 53.6 µM), for inactives: top-dose activity, negative = inhibition, most hits filed as inhibitors; 310,000 compounds, 3.5% hits;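 also: Gal4-VP16 expression switched on by copper sulfate through the metallothionein promoter; potency is read from the fitted curve at half-maximal effect; % is scaled to controls: 0 for no effect and ±100 for the full control effect; nearly all actives have a fitted effect of over 50% in size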
FLuc counter: counter-screen for miR-21 project: firefly luciferase inhibitors or activators; P08659; purified FLuc, Km substrates, luminescence inhibition; Potency, µM (titrated, usually from 57.5 µM), without a hit: top-dose activity change, negative = inhibition, hits mostly inhibitors; 360,000 compounds, 6.9% hits;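 also: potency is read from the fitted curve at half-maximal effect; plate controls were vehicle for no effect and reference inhibitor for full effect; nearly all actives have a fitted effect of over 55% in size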
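Biochemical qHTS of compounds, final roughly 60 µM downward over six points, against 10 nM purified firefly luciferase using Km concentrations of substrates (10 uM D-luciferin, 10 uM ATP) in Tris acetate pH 7.5 buffer; luminescence output.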
Mito fusion yeast: blocks mitochondrial division or promotes mitochondrial fusion; 320,000 compounds, 0.23% hits; S. cerevisiae fusion-defective mutant growth rescue, CellTiterGlo 48 h; Potency, µM (top dose mostly 46.1 µM), for the others: at the highest dose growth rescue (activation), usual class: activators; AID 485298;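 also: potency is read from the fitted curve at half-maximal effect; % of control where 0% means no effect; nearly all actives have a fitted effect of over 45% in size; temperature-sensitive fusion mutants such as fzo1-1 at 37 °C on non-fermentable ethanol glycerol medium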
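S. cerevisiae fusion-defective temperature-sensitive mutants (e.g. fzo1-1, mgm1-5) grown 48 h at 37C in YPEG (ethanol/glycerol non-fermentable) medium with 23 nl compound per well; growth rescue read as CellTiterGlo luminescence.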
ELG1 DNA repair: ELG1-dependent DNA repair inhibition. HEK293T ELG1-luciferase reporter, luminescence, 16 h; DNA damage induced by 5-fluorouridine. Potency, µM (highest dose often 46.1 µM), for inactives: top-dose activity change, negative = inhibition, actives largely listed as inhibitors. 330,000 compounds, 2.3% hits; also: potency is read from the fitted curve at half-maximal effect; % is scaled to controls: 0 for no effect and ±100 for the full control effect; nearly all actives have a fitted effect of over 55% in size
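HEK293T cells expressing luciferase-tagged ELG1 (2,000/well) received 5-Fluorouridine plus compound or DMSO for 16 hr at 37 °C. Luciferase was read by ONE-Glo luminescence after 30 min at room temperature.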
NPC1 promoter act: activates the NPC1 promoter; Huh7 NPC1 promoter luciferase reporter, 24 h; Potency, µM (titrated, usually from 9.22 µM), for the others: top-dose activation, most hits filed as activators; 320,000 compounds, 2.4% hits;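 also: potency is read from the fitted curve at half-maximal effect; % of control where 0% means no effect; nearly all actives have a fitted effect of over 60% in size; reporter is driven by a mutant NPC1 promoter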
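Compounds in DMSO were transferred onto Huh7 NPC1-luciferase reporter cells pre-incubated 2 h; after 24 h at 37 °C, Amplite reagent was dispensed and luminescence recorded 10 min later.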
KCNH2 3.1 inh: KCNH2 3.1 (human) potassium channel inhibition; AID 720553; 340,000 compounds, 0.95% hits; U2OS KCNH2 3.1, thallium flux FluxOr; hits give low values; activity change, % (tested at about 1.8 µM);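 active = maximum activity change below -70%; inconclusive = maximum activity change from -70% to -50%; inactive = maximum activity change above -50%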;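 also: thallium influx rate constant from kinetic fluorescence after stimulation buffer; % is scaled to controls: 0 for no effect and ±100 for the full control effect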
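Thallium flux via FluxOr fluorescence (Red40 quencher, 45 min loading) in U2OS cells virally expressing the KCNH2 3.1 isoform (1.77 x 10^8 /mL virus, overnight at 37 C). Rate constants from 2-min kinetic reads post-stimulation, normalised to positive and negative controls.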
RORgamma inh: ROR gamma (mouse) transcription inhibition; Potency, µM (highest dose often 53.6 µM), without a hit: top-dose activity change, negative = inhibition, most hits filed as inhibitors; P51450; AID 2551; Drosophila S2 Gal4-RORgamma UAS-luciferase reporter, 20 h; 310,000 compounds, 5.4% hits; also: potency is read from the fitted curve at half-maximal effect; % is scaled to controls: 0 for no effect and ±100 for the full control effect; nearly all actives have a fitted effect of over 60% in size
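ROR gamma transcriptional activity was tracked as Gal4-UAS luciferase output in stably transfected Drosophila Schneider cells, with compound added 1 hr before 700 uM copper sulfate induction and a 20 hr ambient-temperature incubation.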
* marks the source's active call; other numbers are inactive results; ! = not confirmed by another sample; [ ] = remark or other dose. Unless noted, calls follow the shape of the dose curve; as a rule, active = well fitted curve in the direction sought with a large enough effect; inconclusive = small, poorly fitted or top-dose-only effect, or another doubt; inactive = no such curve, though single readings can be large; an effect the other way counts as inactive or inconclusive.

How did Cc1ccccc1/C=C/C(=O)NCC(=O)N1CCC(N(C)C2CCCCC2C)CC1 (stereo not given) do in these assays?
Menin MLL FP TR: -14%; Rab9 prom act: -6%; MBNL1 CUG block: -1%; PKM2 act: -2%; VP16 counter: 0%; FLuc counter: -1%; Mito fusion yeast: -1%; ELG1 DNA repair: 10%; NPC1 promoter act: -6%; KCNH2 3.1 inh: -10; RORgamma inh: -11%

How did COC(=O)CNC(=O)C1CC(=O)N(CCc2ccc(F)cc2)C1 (stereo not given) do in these assays?
Menin MLL FP TR: 12%; Rab9 prom act: 3%; MBNL1 CUG block: -8%; PKM2 act: 0%; VP16 counter: 1%; FLuc counter: 11%; Mito fusion yeast: 1%; ELG1 DNA repair: -4%; NPC1 promoter act: 1%; KCNH2 3.1 inh: -9; RORgamma inh: 3%

How did COc1cc(NC(=O)c2cncc(-c3ccc(C#N)cc3)c2)cc(C(=O)Nc2cccc(C(F)(F)F)c2)c1 do in these assays?
Rab9 prom act: -4%; MBNL1 CUG block: 2%; PKM2 act: -5%; VP16 counter: inconclusive; FLuc counter: 4%; Mito fusion yeast: 3%; ELG1 DNA repair: inconclusive; NPC1 promoter act: -5%; KCNH2 3.1 inh: -82*!; RORgamma inh: inconclusive

Results for C#CC(C)(CC)NC(=O)c1cc2nc(C3CC3)cc(C(F)(F)F)n2n1 (stereo not given) ?
Menin MLL FP TR: 4%; Rab9 prom act: 19%; MBNL1 CUG block: 8%; PKM2 act: -6%; VP16 counter: 20%; FLuc counter: -3%; Mito fusion yeast: 3%; ELG1 DNA repair: 0%; NPC1 promoter act: 0%; KCNH2 3.1 inh: -7; RORgamma inh: inconclusive

Results for CCOCCCNC(=O)CSc1ccccc1 ?
Menin MLL FP TR: 11%; Rab9 prom act: 7%; MBNL1 CUG block: 3%; PKM2 act: -3%; VP16 counter: 10%; FLuc counter: -2%; Mito fusion yeast: -1%; ELG1 DNA repair: inconclusive; NPC1 promoter act: 5%; KCNH2 3.1 inh: 12; RORgamma inh: 31%

Results for COc1ccc(-c2[nH]ncc2CN(CC2CCC(=O)N2)C(C)C)cc1F (stereo not given) ?
Menin MLL FP TR: -5%; Rab9 prom act: 1%; MBNL1 CUG block: -11%; PKM2 act: 0%; VP16 counter: -1%; FLuc counter: 0%; Mito fusion yeast: 3%; ELG1 DNA repair: 2%; NPC1 promoter act: -3%; KCNH2 3.1 inh: -11; RORgamma inh: 0%

What do the screens show for `Cc1ccc(-c2nn(-c3ccccc3)cc2/C=C(\C#N)c2cccc(C#N)c2)o1`?
Menin MLL FP TR: 24%; Rab9 prom act: 2%; MBNL1 CUG block: -3%; PKM2 act: inconclusive; VP16 counter: 2%; FLuc counter: -12%; Mito fusion yeast: 2%; ELG1 DNA repair: -19%; NPC1 promoter act: 0%; KCNH2 3.1 inh: -10; RORgamma inh: -23%

Results for COC(=O)c1cc(-c2ccc(S(=O)(=O)N3CCCC3)cc2)c(C(F)(F)F)s1 ?
Rab9 prom act: -3%; MBNL1 CUG block: 1%; PKM2 act: -4%; VP16 counter: 1%; FLuc counter: 2%; Mito fusion yeast: -4%; ELG1 DNA repair: -3%; NPC1 promoter act: -2%; KCNH2 3.1 inh: 8; RORgamma inh: inconclusive

How did Cc1ccc(C)c(N(CC(=O)NCc2ccco2)C(=O)CNS(=O)(=O)c2ccccc2)c1 do in these assays?
Menin MLL FP TR: -14%; Rab9 prom act: -6%; MBNL1 CUG block: 1%; PKM2 act: 0%; VP16 counter: -7%; FLuc counter: 5%; Mito fusion yeast: 4%; ELG1 DNA repair: 0%; NPC1 promoter act: -1%; KCNH2 3.1 inh: 34; RORgamma inh: 16%

What do the screens show for `Cc1cccc(C(=O)Nc2ccc(N3CCN(C(=O)c4ccco4)CC3)cc2)c1`?
Menin MLL FP TR: -8%; Rab9 prom act: 0%; MBNL1 CUG block: 1%; PKM2 act: -1%; VP16 counter: 15%; FLuc counter: 0%; Mito fusion yeast: -2%; ELG1 DNA repair: -5%; NPC1 promoter act: 7%; KCNH2 3.1 inh: 15; RORgamma inh: inconclusive

Results for O=C(NCCCN1CCOCC1)c1ccc2nc(Cc3ccccc3F)oc2c1 ?
Rab9 prom act: 8%; MBNL1 CUG block: 2%; VP16 counter: -3%; FLuc counter: -18%; Mito fusion yeast: 1%; ELG1 DNA repair: inconclusive; NPC1 promoter act: 2%; KCNH2 3.1 inh: 4; RORgamma inh: inconclusive

How did CCCCN(C(=O)c1cccc(N2C(=O)c3ccccc3C2=O)c1)c1c(N)n(CC(C)C)c(=O)[nH]c1=O do in these assays?
Rab9 prom act: -5%; FLuc counter: 8%; Mito fusion yeast: -2%; ELG1 DNA repair: 4%; NPC1 promoter act: 0%; KCNH2 3.1 inh: 10

How did c1ccc(CN2CCC(Nc3ncnc4sccc34)CC2)cc1 do in these assays?
Menin MLL FP TR: -10%; Rab9 prom act: -17%; MBNL1 CUG block: -1%; PKM2 act: 2%; VP16 counter: inconclusive; FLuc counter: 5%; Mito fusion yeast: 2%; ELG1 DNA repair: 6.5µM*; NPC1 promoter act: -17%; KCNH2 3.1 inh: -13; RORgamma inh: inconclusive

What do the screens show for `C=CCn1c(SCC(=O)NCCCC)nc2scc(-c3ccco3)c2c1=O`?
Menin MLL FP TR: 2%; Rab9 prom act: 4%; MBNL1 CUG block: 11%; PKM2 act: inconclusive; VP16 counter: -9%; FLuc counter: 2%; Mito fusion yeast: 9%; ELG1 DNA repair: inconclusive; NPC1 promoter act: -4%; KCNH2 3.1 inh: 6; RORgamma inh: -8%

How did CC(=O)c1c(C)[nH]c(C(=O)OCn2nnc3ccccc3c2=O)c1C do in these assays?
Menin MLL FP TR: 7%; Rab9 prom act: -12%; MBNL1 CUG block: -8%; PKM2 act: 4%; VP16 counter: 5%; FLuc counter: 0%; Mito fusion yeast: 2%; ELG1 DNA repair: 18µM*; NPC1 promoter act: -1%; KCNH2 3.1 inh: -1; RORgamma inh: 1%

Results for Cc1ccc(C(=O)NC(=O)CSc2nncn2C)cc1 ?
Menin MLL FP TR: 0%; Rab9 prom act: 0%; MBNL1 CUG block: -6%; PKM2 act: -1%; VP16 counter: 19%; FLuc counter: -3%; Mito fusion yeast: -12%; ELG1 DNA repair: 2%; NPC1 promoter act: 1%; KCNH2 3.1 inh: 0; RORgamma inh: 1%

What do the screens show for `CC(=O)C1=C(O)C(=O)N(c2ccc(F)cc2)C1c1ccc(C)cc1` (stereo not given)?
Menin MLL FP TR: 0%; Rab9 prom act: 0%; MBNL1 CUG block: 43%[activator]; PKM2 act: 3%; VP16 counter: 0%; FLuc counter: -1%; Mito fusion yeast: -1%; ELG1 DNA repair: 16%; NPC1 promoter act: -3%; KCNH2 3.1 inh: 12; RORgamma inh: 4%

What do the screens show for `S=C(Nc1ccc(Br)cc1)N1CCN(c2ccccn2)CC1`?
Menin MLL FP TR: 25%; Rab9 prom act: 2%; MBNL1 CUG block: 0%; PKM2 act: -1%; VP16 counter: inconclusive; FLuc counter: -1%; Mito fusion yeast: 4%; ELG1 DNA repair: 7%; NPC1 promoter act: -2%; KCNH2 3.1 inh: 1; RORgamma inh: 11µM*

How did O=S(=O)(NCc1nc2ccccc2[nH]1)c1ccccc1 do in these assays?
Rab9 prom act: 26%; MBNL1 CUG block: -5%; PKM2 act: -3%; VP16 counter: 11%; FLuc counter: -20%; Mito fusion yeast: -1%; ELG1 DNA repair: 3%; NPC1 promoter act: 12%; KCNH2 3.1 inh: -7; RORgamma inh: 0%

Some of the compounds tested; count on the stated rates, not on these rows.
